Screening data deposited in PubChem by NCI.
Growth percent in the NCI-60 one-dose screen (48 h, 10 µM unless noted): 100 = growth as untreated, 0 = no growth, -100 = all killed.
IGROV1 = IGROV1 ovarian cancer; actives 4.7% (n = 79,000); AID 1794786
SK-OV-3 = SK-OV-3 ovarian cancer cells | actives 3.2% (n = 80,000) | AID 1794785
NCI/ADR-RES = NCI/ADR-RES ovarian cells | actives 4.4% (n = 81,000) | AID 1794790
SN12C = SN12C renal cancer cells. actives 3.8% (n = 81,000). AID 1794767
OVCAR-4 = OVCAR-4 ovarian cancer cells | actives 3.7% (n = 80,000) | AID 1794784
NCI-H23 = NCI-H23 lung cancer; actives 4% (n = 80,000); AID 1794731
OVCAR-5 = OVCAR-5 ovarian cancer; actives 2.9% (n = 82,000)
OVCAR-3 = OVCAR-3 ovarian cancer; actives 7% (n = 79,000); AID 1794787
NCI-H226 = NCI-H226 lung cancer. AID 1794732. actives 3.5% (n = 79,000)
Starred values were filed as active, the others as inactive; / = not tested or not shown; & = joins results of further samples; [ ] = another dose, or the depositor's remark. The calls were made as follows: active = growth percent below 10; inactive = the rest. Outcome played no part in choosing rows. Share with any hit: about 9.4%.

No.	Compound	IGROV1	OVCAR-4	OVCAR-3	NCI-H23	SK-OV-3	SN12C	NCI/ADR-RES	NCI-H226	OVCAR-5
1	O=C(CSc1nc2ccccc2c(=O)n1-c1ccccc1)N/N=C/c1ccc(N2CCOCC2)cc1	115	107	112	101	115	111	108	99	107
2	CCCCNCCCCCCl	105	100	106	104	93	103	106	100	98
3	c1ccc2c3c(cc(CNCCNCc4cc5c(c6ccccc46)CCCC5)c2c1)CCCC3	78	102	99	81	94	86	77	72	96
4	Cc1cc(N=C2C=CC(=O)C=C2)c(C(C)C)cc1O	92	/	105	104	107	96	106	94	113
5	Cc1cc(C)nc(C=O)c1	107	111	/	109	121	98	106	106	106
6	CN1CCN(CCc2cc3c(cc2Cl)N(Cc2ccc(-c4ccccc4C#N)cc2)C(=O)C3)CC1	85	82	90	87	93	87	88	69	89
7	C=CCNC(=S)N/N=C/C=C/CCC	99	101	102	91	101	94	98	96	100
8	N#Cc1c(-c2ccccc2)[nH]c2ncc(-c3ccc(F)cc3)n2c1=O	79	101	89	77	70	90	95	76	86
9	NNC(=S)n1ccc(-c2cc3c(ccc4ccccc43)oc2=O)n1	104	104	108	92	98	91	103	83	104
10	COc1ccc([C@H]2C(C(=O)c3ccc(Cl)cc3)C3(N[C@@H]2c2ccccc2)C(=O)Nc2ccc(Cl)cc23)cc1 (stereo not given in full)	-1.8*	20	-11*	-56*	17	-87*	-47*	-56*	-23*
11	O=C1CC(c2nc3ccccc3o2)CN1Cc1ccccc1 (stereo not given)	109	110	98	99	108	99	101	94	117
12	COc1cccc2c(=O)c(C(=O)O)c[nH]c12	100	99	103	94	100	104	109	89	102
13	Cc1cc(NS(=O)(=O)c2ccc(Nc3nc(CN/N=C/c4ccc([N+](=O)[O-])cc4)nc4ccccc34)cc2)no1	98	104	115	93	102	96	98	96	98
14	N[C@@H](CCC(=O)NO)C(=O)O	102[20 µM]	102[20 µM]	115[20 µM]	104[20 µM]	113[20 µM]	98[20 µM]	109[20 µM]	105[20 µM]	104[20 µM]
15	Cc1[nH]c2ncnc(Oc3ccc(NC(=O)Nc4ccc(Cl)cc4)cc3)c2c1C	106	108	100	93	100	92	97	100	113
16	Nc1c(C(=O)Nc2nccs2)sc2nc3c(cc12)C(=O)CCC3	103	106	120	107	117	90	98	108	110
17	CCC(O)(c1ccccc1)C(C)CN1CCCCC1 (stereo not given)	103	107	104	97	107	102	104	100	/
18	COc1ccc(CNc2oc(-c3ccccc3)c(-c3ccccc3)c2C#N)cc1	66	86	100	87	77	92	100	79	95
19	CCOC(OCC)c1ccc(OC)cc1	129	98	112	103	106	99	105	102	105
20	CCOC(=O)c1csc(-c2ccc(COC(=O)c3ccccc3)o2)n1	103	116	116	108	107	96	109	104	102
21	CCOC(=O)c1c(-c2ccc(Cl)cc2)c(C#N)c2c(C#N)c(N)nn2c1N	62	77	65	86	84	79	63	87	83
22	COc1ccc(OC)c(/C=C2\Cc3cc(F)ccc3C2=O)c1	87	88	100	96	99	87	100	87	94
23	Cc1cc(C)cc(Nc2cc(C)nc3nc(C(F)(F)F)nn23)c1	22	37	9.0*	40	48	32	/	38	63
24	COc1ccc(/C(C)=C(\c2ccc(Cl)cc2)c2ccc(OCCN)cc2)cc1	78	90	/	82	131	78	89	92	84
25	O=C(NS(=O)(=O)c1ccccc1)n1cc(-c2ccncc2)c(-c2ccc(Cl)c(O)c2)n1	97	/	117	104	102	97	102	103	116
26	C/C=C(\C)C(=O)N[C@H]1CC[C@]2(C)C3CC[C@@]4(C)C(CC[C@@H]4C(C)N(C)C)C3CCC2[C@H]1OC(C)=O (stereo not given in full)	9.3*	-23*	-54*	-8.0*	-21*	-3.6*	16	-2.7*	22
27	COc1cc(C2C(C#N)=C(N)OC3=C2C(=O)c2ccccc2C3=O)cc(OC)c1O (stereo not given)	62	82	1.4*	33	48	48	66	/	65
28	Cc1noc(C)c1CSc1nc2ccccc2n1-c1ccccc1	77	69	114	91	116	81	97	96	89
29	NC1=C(C/C(N)=N\O)C(c2ccccc2)c2c(ccc3ccccc23)O1 (stereo not given)	50	89	82	88	92	89	92	83	95
30	O=c1cc(Cc2ccc([N+](=O)[O-])cc2)[nH]c(=O)[nH]1	117	108	126	99	99	98	109	107	98
31	C/C(=C(/c1ccccc1)c1ccc(N2C(=O)c3cccc4c(N5CCCCC5)ccc(c34)C2=O)cc1)c1ccccc1	70	83	106	79	93	87	87	87	94
32	CCC1CCCc2ccccc21 (stereo not given)	114	117	128	104	100	99	114	101	91
33	O=C1CCC(=O)N1CCO	91	114	119	101	102	99	100	103	83
34	COc1ccc(-c2nc([C@@H](C)Sc3nc(N)cc(N)n3)c(C)s2)cc1OCCN1CCOCC1	123	106	102	103	131	100	101	96	121
35	C/C(=N\Nc1nc(-c2cc(O)c(C)c(C)c2O)cs1)c1ccccc1	109	96	115	97	112	97	93	104	109
36	COc1cc(-c2cc(=O)c3c(O)cc(O)cc3o2)cc(OC)c1OC	71	70	98	86	91	59	80	95	100
37	CN([O-])c1nc(N(C)[O-])nc(N2CCOCC2)n1.CN([O-])c1nc(N(C)[OH2+])nc(N2CCOCC2)n1.[Fe+3]	112[100 µM]	120[100 µM]	60[100 µM]	100[100 µM]	110[100 µM]	100[100 µM]	104[100 µM]	101[100 µM]	110[100 µM]
38	O=C(NCCCOc1ccc([N+](=O)[O-])cc1Cl)OCc1ccccc1	109	108	112	103	111	94	104	100	105
39	C1=Cc2ccccc2CC1	103	/	99	98	/	106	99	100	119
40	CNC1=C([N+](=O)[O-])C(c2ccccc2)C(C#N)=C(c2ccc[nH]2)O1 (stereo not given)	93	92	105	94	100	98	99	101	101
41	Cc1oc(-c2cccc(C(F)(F)F)c2)cc1C(=O)Nc1nccs1	62	66	107	73	99	75	70	85	93
42	COc1ccc(/C=N/N2CN(C(C)C(=O)O)B(N(CCO)CCO)N=C2N)cc1OC (stereo not given)	105[100 µM]	99[100 µM]	113[100 µM]	98[100 µM]	105[100 µM]	93[100 µM]	94[100 µM]	91[100 µM]	104[100 µM]
43	COc1cc(-c2nccc3[nH]c(-c4ccc5cc[nH]c5c4)nc23)cc(OC)c1OC	30	39	2.2*	26	1.3*	31	13	19	41
44	CN1C(=O)N(c2ccccc2)C(=O)C2(CC=CC2)C1=O	106	104	116	105	103	102	104	109	98
45	O=c1/c(=C/N2CCc3ccccc32)sc2ncnn12	104	111	110	106	109	103	104	104	110
46	O=C1C=CC(Nc2cccc([N+](=O)[O-])c2)C1Nc1cccc([N+](=O)[O-])c1 (stereo not given)	102	80	108	89	102	91	83	62	100
47	CSc1nc2c(c(=O)[nH]1)C(c1ccc(C)cc1)C=C(C(=O)O)N2 (stereo not given)	107	113	123	99	115	120	109	104	114
48	O=C(Nc1cccc(-n2ccc3c(NC(=O)c4ccccc4)nccc32)c1)Nc1ccc(Cl)c(Cl)c1	64	100	78	93	71	103	78	81	78
49	Cc1ccc(N2C3=C(CCCC3)C(=O)C2(C)C(=O)OCc2ccccc2)cc1C (stereo not given)	88	87	87	86	111	95	88	98	94
50	N#Cc1c(Cl)nc(SCC(=O)N2CCN(c3cc4c(cc3F)c(=O)c(C(=O)O)cn4C3CC3)CC2)nc1-c1cccc(Cl)c1	96	111	112	97	80	96	101	102	99
51	CC(=O)Nc1cc(F)ccc1F	107	104	/	104	123	108	106	100	104
52	CCOc1c(C#N)c(Nc2ccc(S(N)(=O)=O)cc2)c(C#N)c(=O)n1C(=S)Nc1ccccc1	104	117	115	99	104	100	105	100	106
53	COc1cc(C2C(C#N)=C(N)N(c3ccc(F)cc3F)C3=C2C(=O)CC(C)(C)C3)cc(OC)c1O (stereo not given)	101	107	112	106	92	98	105	101	101
54	N#CC1(c2ccccc2)CCCC1(C#N)c1ccccc1 (stereo not given)	97	101	97	100	97	99	103	85	93
55	CCOC(=O)Cn1c2c(sc3ncccc32)c(=O)n2nnc(-c3ccccc3)c12	/	102	123	100	85	99	104	100	108
56	CCCCNC(=O)CC1=C(C)/C(=C/c2[nH]c(-c3ccc[nH]3)cc2OC)N=C1C	49	40	24	49	52	35	30	37	50
57	CCn1c(SCC(=O)Nc2cccc(C(=O)/C=C/c3ccc(Cl)cc3)c2)nc2ccccc2c1=O	100	97	119	91	115	95	101	98	96
58	O=C(O)/C=C/C(=O)NCCNC(=O)/C=C/C(=O)O	105	105	116	98	103	97	102	103	111
59	COc1cccc(-c2[nH]c(=S)ncc2C(=O)c2ccccc2)c1	77	95	83	97	107	94	92	102	94
60	Cc1nc(N)[nH]c(=O)c1CCC1OCCO1	113	92	122	102	112	96	102	103	94

Compounds listed so far containing a COOH group:
No.	Compound	IGROV1	OVCAR-4	OVCAR-3	NCI-H23	SK-OV-3	SN12C	NCI/ADR-RES	NCI-H226	OVCAR-5
12	COc1cccc2c(=O)c(C(=O)O)c[nH]c12	100	99	103	94	100	104	109	89	102
14	N[C@@H](CCC(=O)NO)C(=O)O	102[20 µM]	102[20 µM]	115[20 µM]	104[20 µM]	113[20 µM]	98[20 µM]	109[20 µM]	105[20 µM]	104[20 µM]
42	COc1ccc(/C=N/N2CN(C(C)C(=O)O)B(N(CCO)CCO)N=C2N)cc1OC (stereo not given)	105[100 µM]	99[100 µM]	113[100 µM]	98[100 µM]	105[100 µM]	93[100 µM]	94[100 µM]	91[100 µM]	104[100 µM]
47	CSc1nc2c(c(=O)[nH]1)C(c1ccc(C)cc1)C=C(C(=O)O)N2 (stereo not given)	107	113	123	99	115	120	109	104	114
50	N#Cc1c(Cl)nc(SCC(=O)N2CCN(c3cc4c(cc3F)c(=O)c(C(=O)O)cn4C3CC3)CC2)nc1-c1cccc(Cl)c1	96	111	112	97	80	96	101	102	99
58	O=C(O)/C=C/C(=O)NCCNC(=O)/C=C/C(=O)O	105	105	116	98	103	97	102	103	111

(cont.)
No.	Compound	IGROV1	OVCAR-4	OVCAR-3	NCI-H23	SK-OV-3	SN12C	NCI/ADR-RES	NCI-H226	OVCAR-5
61	CC1=C([Se]CC(OC(=O)CC[Se]c2ccccc2)C(=O)NCCCCCC(=O)OCc2ccccc2)C(=O)c2ccccc2C1=O (stereo not given)	16	42	-3.7*	10	39	13	12	46	40
62	O=C1/C(=C/c2ccccc2)S[C@]2(C(=O)Nc3ccccc32)N1c1ccccc1	84	105	99	81	85	101	90	79	91
63	OCC(O)C(O)C(O)CO (stereo not given)	115	/	113	121	102	101	108	101	92
64	COc1cc2oc(-c3ccc(O)cc3)cc(=O)c2c(O)c1I	114	/	117	100	/	100	98	/	104
65	Cn1cc(-c2nnc(N)nc2-c2c[nH]c3ccc(F)cc23)c2cc(Br)cnc21	50	60	57	/	99	72	68	89	83
66	NS(=O)(=O)c1ccc(Nc2nc(SCC(=O)c3ccc(Br)cc3)nc3ccccc23)cc1	115	106	117	/	119	99	111	95	113
67	COc1ccc(-c2nn(-c3ccccc3)cc2/C=C/C(=O)NNC(=O)Nc2ccc(Br)cc2)cc1	97	108	105	81	88	93	106	98	94
68	COc1cc2c3c(c1OC)C(=O)CC3CCCC2 (stereo not given)	106	101&108	123&115	104&101	100&103	93&99	98&99	102&103	99&114
69	Cc1c(C)c2ccc(OCc3nnc4sc(-c5ccccc5)nn34)cc2oc1=O	83	88	52	92	101	82	102	84	100
70	CC(=O)c1cc2c(N)c(C(=O)Nc3ccccc3Cl)sc2nc1C	95	114	98	93	90	101	96	101	124
71	O=C(CSc1nc2ccc(Cl)cc2c(=O)n1-c1ccc(Cl)cc1)NNS(=O)(=O)c1ccccc1	56	54	69	/	57	62	55	70	74
72	C=C(C)[C@@H]1CC[C@]2(C(=O)N[C@H](CO)Cc3ccccc3)CC[C@]3(C)[C@H](CC[C@@H]4[C@@]5(C)CCCNC(C)(C)[C@@H]5CC[C@]43C)[C@@H]12	-79*	-81*	-96*	-72*	-96*	-83*	-68*	-56*	-94*
73	C=C(C)[C@@H]1CC[C@]2(C(=O)O)CC[C@]3(C)[C@H](CC[C@@H]4[C@@]5(C)C[C@@H](CC#Cc6ccccc6C)C(=O)C(C)(C)[C@@H]5CC[C@]43C)[C@@H]12	62	31	18	18	34	38	48	24	61
74	COc1cc(/C=C/C(=O)c2ccccc2)cc(OC)c1OC	99	65	59	78	79	53	43	99	67
75	C=C1CCC2C3(C)COC(c4ccccc4)OC3CCC2(C)C1C/C=C1/C(=O)OCC1OC(C)=O (stereo not given)	87	82	100	101	131	81	61	60	120
76	CCOc1ccc(/C=C\C(=O)O)cc1	101	108	117	109	139	101	110	114	117
77	O=C(Nc1nc2c(F)cc(F)cc2s1)C(Cl)(Cl)Cl	99	95	97	/	107	99	105	97	104
78	C#CC(OC(=O)N(C)C)(c1ccccc1)c1ccc(F)cc1 (stereo not given)	/	107	133	99	114	97	89	90	93
79	O=C(Cl)CN1C(=O)c2ccccc2C1=O	108	105	116	102	105	93	99	97	103
80	O=C(Cn1cc(COn2nnc3ccccc32)nn1)Nc1ccc([N+](=O)[O-])cn1	103	104	114	/	99	100	100	99	102
81	Cc1ccc(=O)n(-c2ccc(C3=NCCN3)cc2)c1	98	99	107	100	97	99	101	80	91
82	CCC(CC)(C(=O)O)C(=O)O	117	110	103	90	101	98	95	96	90
83	Clc1ccc(C2SC=Cc3ccccc32)cc1 (stereo not given)	84	103	98	101	78	107	106	97	101
84	COc1ccc(NC(=O)/C=C/C(=O)O)cc1	117	/	113	108	104	105	103	98	97
85	Cc1cc(C)c2c(Cn3cc(CSc4nc5cc(Cl)ccc5o4)nn3)cc(=O)oc2c1	101	108	109	99	81	105	99	104	116
